# CaV13 FRET inh: Disruptors of the CACNA1D IQ motif to Ca2+-dependent inactivation inhibitor domain association, primary screening, Förster resonance energy transfer in intact living …; AID 743397; HEK cells, CFP/YFP FRET ICDI-IQ, plate reader, 10 min; percent FRET-ratio fall versus neutral wells; inhibition, % at 12.3 µM; 340,000 compounds, 0.098% hits;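 active means mean replicate inhibition of at least 30% and at least 1% of replicates passing that level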;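 further: 0% = median of the neutral control wells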
# NR2E3 ag: human photoreceptor-specific nuclear receptor agonism | Q9Y5X4 | AID 602229 | CHO-S Gal4-NCOR/VP16-NR2E3 two-hybrid, luciferase | inhibition of corepressor binding, % at 3.98 µM | 360,000 compounds, 0.35% hits;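 active means inhibition above the mean of all tested compounds plus 3 SD, cut at about 70% in these data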;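 further: 0% = DMSO with NR2E3 transfected cells and 100% = cells lacking NR2E3 construct; higher means lower luciferase signal from less NR2E3 corepressor binding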
# Target sequence (Q9Y5X4 whole entry, looked up, the tested form may be a part): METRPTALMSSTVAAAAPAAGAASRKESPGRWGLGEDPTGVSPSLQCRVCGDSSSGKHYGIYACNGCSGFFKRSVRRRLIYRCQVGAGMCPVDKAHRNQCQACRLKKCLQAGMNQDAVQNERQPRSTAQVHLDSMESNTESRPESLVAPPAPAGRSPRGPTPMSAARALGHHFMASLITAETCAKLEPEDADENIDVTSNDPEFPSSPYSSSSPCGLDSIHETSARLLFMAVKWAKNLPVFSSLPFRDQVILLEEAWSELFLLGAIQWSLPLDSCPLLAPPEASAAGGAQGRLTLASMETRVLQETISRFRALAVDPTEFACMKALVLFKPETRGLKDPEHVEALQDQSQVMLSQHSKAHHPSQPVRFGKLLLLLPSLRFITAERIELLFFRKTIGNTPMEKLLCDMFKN
# HIF-2a inh: HIF-2a inhibition; 360,000 compounds, 0.72% hits; AID 624352; inhibition, % at 18.8 µM; 786-0 RCC cells HIF-2a reporter, luciferase luminescence, overnight;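 active means inhibition of the luminescence signal of 40% or more relative to plate controls, in a single-dose primary screen at 18.75 µM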
# * marks the source's active call; other numbers are inactive results.
# Every second line gives: CaV13 FRET inh	NR2E3 ag	HIF-2a inh
> CC(C)C[C@@H](COCc1ccc(F)cc1)N1CCN(C(=O)c2cccc(C(F)(F)F)c2)CCC1=O
 : -8	10	10
> Cc1cccc(C)c1-n1nnnc1C1(C)CCC(=O)N1CC1CCCCC1 (stereo unspecified)
 : -11	-30	-4
> O=S1(=O)CC(N2CCN(Cc3ccccc3F)CC2)CN1Cc1cn(Cc2ccc(C(F)(F)F)cc2)nn1 (stereo unspecified)
 : -5	-1	8
> COc1cccc(CNC(=O)[C@@H]2CCCN2C(=O)[C@H]2CCCCN2)c1
 : -10	11	-2
> COc1cccc(CNC(=O)[C@@H]2CCCN2C(=O)[C@@H]2CCCN2C(=O)c2cccc(OC)c2)c1
 : -9	-21	3
> CC(C)Sc1nc(-c2cccs2)nc2cc(Cl)ccc12
 : -8	5	5
> CC(C)C[C@@H]1COc2cccc(N3CCC[C@H]3CO)c2S(=O)(=O)N1
 : -8	11	2
> Cc1ccc(S(=O)(=O)N2C[C@@]3(O)Cn4c(=O)ccc(=O)n4C[C@@]3(OC(=O)NCc3ccccc3F)C2)cc1
 : -8	-2	-64
> CCCCNC(=O)C1c2ccccc2OCC(=O)N1Cc1ccco1 (stereo unspecified)
 : -2	8	-9
> CCOC(=O)[C@]12CCCC=C1N(Cc1ccc3c(c1)OCO3)C(=O)[C@H](CC(=O)N1CCC(c3ccccc3)CC1)C2
 : -7	-18	22
> Cc1ccc(S(=O)(=O)N2CCC(=O)N([C@H](COCc3ccc(C(F)(F)F)cc3)Cc3ccccc3)CC2)cc1
 : -6	8	12
> COC(=O)c1ccc2nc(-c3ccc(Cl)cc3)c(Cc3ccsc3)n2c1
 : -7	-29	-17
> CCOC(=O)[C@]12CCC=C1N(CCC1=CCCCC1)C(=O)[C@H](CC(=O)NCC1CCCCC1)C2
 : -8	-10	-23
> COC(=O)c1ccc2nc(-c3ccccc3)c(Cc3ccc(OC)cc3C)n2c1
 : -5	-57	-179
> CCCCCCCCN1C(=O)[C@H](CC(=O)N2CCN(C(=O)OCC)CC2)C[C@@]2(C(=O)OC)CCCCC=C12
 : -2	16	15
> CC(C)[C@@H]1Cc2[nH][nH]c(=O)c2[C@H](C)O1
 : -6	-5	11
> CC(C)n1nnnc1C1c2ccccc2C(=O)N1Cc1cccnc1 (stereo unspecified)
 : -7	-14	9
> Cc1ccc(S(=O)(=O)N2CCC(=O)N([C@H](COCc3cccc(Cl)c3)Cc3ccccc3)CC2)cc1
 : -7	-11	7
> CC(C)C[C@@H]1Cc2[nH][nH]c(=O)c2[C@H](CCc2ccccc2)O1
 : -5	14	9
> COc1ccc(Cn2cc(CN3CC(N4CCN(Cc5ccccc5F)CC4)CS3(=O)=O)nn2)cc1 (stereo unspecified)
 : -5	-4	8
> COc1cccc(CNC(=O)[C@@H]2CCCN2C(=O)[C@H]2CCCCN2C(=O)c2ccc(Cl)cc2)c1
 : -6	47	16
> CC(C)C[C@@H]1CC2=C(C(=O)OC(C)(C)O2)[C@H](CCc2ccccc2)O1
 : -5	-7	18

# An excerpt of these results, with tabs.
canonical_smiles	CaV13 FRET inh	NR2E3 ag	HIF-2a inh
CC(C)n1nnnc1C1c2ccccc2C(=O)N1Cc1cccnc1 (stereo unspecified)	-7	-14	9
COC(=O)c1ccc2nc(-c3ccc(Cl)cc3)c(Cc3ccsc3)n2c1	-7	-29	-17
COc1cccc(CNC(=O)[C@@H]2CCCN2C(=O)[C@H]2CCCCN2)c1	-10	11	-2
CCCCCCCCN1C(=O)[C@H](CC(=O)N2CCN(C(=O)OCC)CC2)C[C@@]2(C(=O)OC)CCCCC=C12	-2	16	15
CCCCNC(=O)C1c2ccccc2OCC(=O)N1Cc1ccco1 (stereo unspecified)	-2	8	-9

# 2 entries picked at random from those above, as already listed:
# Every second line gives: CaV13 FRET inh	NR2E3 ag	HIF-2a inh
> CC(C)C[C@@H]1COc2cccc(N3CCC[C@H]3CO)c2S(=O)(=O)N1
 : -8	11	2
> CC(C)n1nnnc1C1c2ccccc2C(=O)N1Cc1cccnc1 (stereo unspecified)
 : -7	-14	9

# Only part of the results is shown; count on the stated rates, not on these rows.
